Source: PubChem
S100A4 inh HTS = blocks human S100A4 binding to myosin IIA peptide; actives 0.14% (n = 360,000); P26447; S100A4/TAMRA-MyoIIA peptide fluorescence polarization; AID 652163; inhibition, % at 10.7 µM;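 active = mean inhibition of at least 70% across replicates, with every replicate also reaching that level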
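Compound dosing: one dose per compound; test system: human S100A4 monomer with TAMRA-labelled myosin IIA peptide; probe or stimulus: TAMRA-labelled myosin IIA heavy-chain peptide probe, 5 nM; medium: HEPES buffer with Ca2+, pH 7.2; schedule: 5 min incubation before reading; benchmarks: neutral control DMSO, positive control TFP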
Xi reactivation = X-chromosome reactivation activator | AID 743238 | activation, % at 7.58 µM | actives 0.055% (n = 360,000) | XiGFP mouse fibroblasts, % GFP-positive cells imaging, 3 d; cells co-treated with 5-aza-dC sensitizer; scaled so ellipticine positive control = 100%;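 active = mean normalized replicate activation at least 10% and every replicate at or above 10%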;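 also: 0% = median of on-plate neutral control wells and 100% = ellipticine 6 µM median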
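System: XiGFP fibroblasts, SV40-immortalized. Medium: DMEM plus 5-aza-dC sensitizer. Doses: single point. Timing: 3 d treatment, 15 min room-temperature fixation. Control set: ellipticine 6 µM.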
LGR2 antag = inhibitors of bursicon-induced Drosophila LGR2 receptor cAMP signaling; HEK293 LGR2, CRE-luciferase, bursicon-stimulated, 4 h; inhibition, % at 9.99 µM; actives 0.35% (n = 380,000);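 active = drop in luminescence signal, shown as inhibition above about 50% in the replicate tests, limit read from the data, passing the limit was not always enough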;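 also: agonist challenge used bursicon conditioned medium at about half maximal strength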
SIRT5 block = sirtuin-5 (human) deacylase inhibition; Q9NXA8; Purified SirT5, succinyl-peptide AMC, trypsin-coupled fluorescence; inhibition, % at 15 µM; actives 1.1% (n = 330,000); in the data active = inhibition above about 15%
Cneo AK release = causes C. neoformans cell lysis; adenylate kinase release luminescence, 4 h; normalised: neutral wells 0, clomiphene wells 100; AID 651654; actives 0.2% (n = 360,000); lysis activity, % at 15 µM;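 active = mean lysis activity across replicates of at least 80%, whatever share of replicates individually reach that level; inactive = mean lysis activity below 80%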
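Schedule: static 4 h at 37 °C with compound, 1 h detection; system: C. neoformans cells; benchmarks: Clomiphene as positive control; buffer or medium: fresh YPD medium; measure: luminescence rise reflecting yeast cell lysis; measured by: luminescent adenylate kinase detection reagent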
C2C12 statin = protects C2C12 myotubes from simvastatin toxicity; actives 0.78% (n = 330,000); ATP luminescence, 48 h; scaled: DMSO 0, geranylgeraniol control 100; rescue of ATP level, % at 7.49 µM;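 active = mean ATP rescue above about 67%, or every replicate alone reaching that limit, limit read from the data, passing the limit was not always enough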;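 also: myotubes were challenged with 10 µM simvastatin during compound exposure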
PGC1a acetyl inh = PGC1a acetylation modulation, inhibitor mode; U2OS PGC1a acetylation, AlphaScreen anti-acetyl-lysine; with virally co-expressed GCN5 acetyltransferase; inhibition, % at 15.6 µM; actives 0.17% (n = 350,000);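 active = every replicate shows inhibition of at least 40%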;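 also: 0% = neutral control wells and 100% = positive control wells; some results beyond the cut were filed as inactive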
ERAP1 HTS inh = ERAP1 (human) enzyme inhibition. Q9NZ08. recombinant ERAP1, Leu-AMC fluorescence, 60 min. inhibition, % at 10.7 µM. actives 0.15% (n = 340,000). AID 652197;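 active = mean replicate inhibition of at least 30%, or all replicates individually reaching that 30% level; inactive = mean below 30% and not every replicate reaching it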;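 also: 0% = neutral control wells and 100% = L-leucinethiol positive control wells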
Target sequence (Q9NZ08 whole entry, looked up): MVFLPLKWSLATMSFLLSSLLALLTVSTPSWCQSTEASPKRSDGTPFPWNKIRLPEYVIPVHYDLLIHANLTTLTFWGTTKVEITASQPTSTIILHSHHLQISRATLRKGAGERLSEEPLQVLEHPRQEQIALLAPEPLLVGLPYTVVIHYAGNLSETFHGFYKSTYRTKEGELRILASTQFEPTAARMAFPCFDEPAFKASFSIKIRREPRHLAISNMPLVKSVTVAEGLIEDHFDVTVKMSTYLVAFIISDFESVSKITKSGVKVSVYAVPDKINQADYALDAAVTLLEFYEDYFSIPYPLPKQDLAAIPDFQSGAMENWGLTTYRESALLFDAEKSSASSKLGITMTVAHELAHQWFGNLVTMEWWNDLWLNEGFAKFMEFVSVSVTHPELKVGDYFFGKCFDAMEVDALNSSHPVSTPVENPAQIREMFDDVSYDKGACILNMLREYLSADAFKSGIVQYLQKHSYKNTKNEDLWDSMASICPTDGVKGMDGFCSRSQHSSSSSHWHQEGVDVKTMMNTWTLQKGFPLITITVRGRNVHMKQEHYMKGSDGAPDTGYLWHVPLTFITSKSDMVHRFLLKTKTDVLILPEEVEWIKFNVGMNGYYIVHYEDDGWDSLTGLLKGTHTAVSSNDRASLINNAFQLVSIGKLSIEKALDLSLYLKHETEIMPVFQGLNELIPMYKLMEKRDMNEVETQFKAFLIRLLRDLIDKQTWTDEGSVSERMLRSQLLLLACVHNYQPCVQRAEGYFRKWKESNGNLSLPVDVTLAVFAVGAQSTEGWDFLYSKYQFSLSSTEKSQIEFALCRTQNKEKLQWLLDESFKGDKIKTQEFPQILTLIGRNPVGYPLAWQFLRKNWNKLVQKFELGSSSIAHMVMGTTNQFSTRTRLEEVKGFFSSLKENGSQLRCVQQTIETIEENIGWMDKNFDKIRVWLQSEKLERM
Starred values were filed as active, the others as inactive; x = no result given; & = joins results of further samples.

molecule,Cneo AK release,LGR2 antag,Xi reactivation,PGC1a acetyl inh,S100A4 inh HTS,C2C12 statin,ERAP1 HTS inh,SIRT5 block
CN1C(=O)c2cc(NS(C)(=O)=O)ccc2OC[C@@H]2O[C@@H](CC(=O)NCc3ccccc3)CC[C@H]21,-2,-2,0.1,6,-3,-7,-1,-1
CN(C)c1ccc(C#Cc2ccc3cc(CCCO)oc(=O)c3c2)cc1,-1,-131,0.1,-9,2,-24,1,-3
CCCc1cc(C(=O)N2CCN(c3ccc(C(F)(F)F)cn3)CC2)sc1C,0,-7,0.1,12,-2,x,2,1
N#C[C@@H]1[C@H](c2ccc(C#CC3CCCCC3)cc2)[C@H](CO)N1C(=O)c1cccc(F)c1,4,19,-0.2,-15,-5,-2,1,-1
O=C(O)CCN1C(=O)C2C3c4ccccc4C(c4ccccc43)[C@@H]2C1=O (stereo partly drawn),1,1,-0.1,3,7,-1,0,-8
CNc1nc(Nc2ccccc2)nc(OCC(F)(F)F)n1,-1,-47,0.0,x,-2,x,3,-3
CC(C(=O)NCc1ccccc1)N1CCN(c2ccc(F)cc2)CC1 (stereo not drawn),0,-5,0.2,0,-3,-5,0,0
CCCC(=O)Nc1ccc2c(c1)OC[C@@H](C)N(Cc1ccccc1F)C[C@@H](C)[C@@H](OC)CN(C)C2=O,3,0,0.0,9,-9,11,-4,0
C[C@H](CO)N1C[C@H](C)[C@@H](CN(C)Cc2ccccc2)OCCCC[C@H](C)Oc2ccc(NS(=O)(=O)c3cn(C)cn3)cc2C1=O,-9,-2,0.1,-1,-6,x,9,4
COc1ccc(CNC(=O)CN2C(=O)NC(C)(c3cccc(Br)c3)C2=O)cc1 (stereo not drawn),-3,8,0.1,x,-2,22,-3,-3
CC1CN=C(N(Cc2ccccc2)C(=O)Nc2ccccc2)S1 (stereo not drawn),-1,-16,x,2,x,-11,x,x
CN1C(=O)C2(OCC(CO)([N+](=O)[O-])CO2)c2ccccc21 (stereo not drawn),6,-2,0.0,x,-2,14,3,0
Cc1cc(C(=O)N/N=C/c2ccc(O)c(O)c2O)c(C)n1-c1ccccc1,x,0,0.2,x,-3,x,4,1
O=C(/C=C/c1cccc(F)c1)Nc1ccc(S(=O)(=O)Nc2ncccn2)cc1,-1,-7,-0.2,4,12,-35,x,0
O=C(NCc1cccc(Br)c1)C1CC(c2cc(C(F)(F)F)cc(C(F)(F)F)c2)=NO1 (stereo not drawn),2,-3,0.0,x,0,-1,1,-2
C[C@@H]1CCCCO[C@H](CN(C)C(=O)C2CCCCC2)[C@@H](C)CN([C@@H](C)CO)C(=O)c2cc(NS(=O)(=O)c3ccc(F)cc3)ccc2O1,0,-7,-0.2,0,9,x,3,17*
CC(C)(O)C#Cc1ccc([C@@H]2[C@@H](CO)N3CCCCN(C(=O)c4ccc(F)cc4)C[C@@H]23)cc1,-1,-2,0.1,0,5,-10,4,1
CCOC(=O)Cn1cc(/C=N/NC(=O)CC#N)c2ccccc21,-2,x,0.9,5,-1,-2,x,-2
O=C(C1CC1)N1[C@H](CO)[C@H](c2ccccc2)C12CN(CCC(F)(F)F)C2,x,-23,0.2,-7,3,x,-2,-13
Cn1cccc1C(=O)OCc1ccc(C(C)(C)C)cc1,6,-78,0.3,x,-6,-2,-1,-2
COc1ccc(-c2csc(NC(=O)CCCc3cccs3)n2)cc1,5,0,0.0,-4,2,x,-2,2
COC(=O)c1ccc(C(=O)OC)c(NC(=O)C2CC2)c1,x,-16,-0.1,x,1,x,3,-11
Cc1ccc(CN2CCC(n3nccc3NC(=O)c3ccccc3C)CC2)o1,0,-5,0.1,x,-5,1,-1,-5
COc1cccc(C#Cc2cnc3c(c2)C(=O)N([C@H](C)CO)C[C@H](C)[C@@H](CN(C)C)O3)c1,2,9,0.0,-19,-29,24,2,0
Cc1cc(C)n(C(=O)c2cc([N+](=O)[O-])cc([N+](=O)[O-])c2)n1,-7,16,0.1,1,-9,19,-3,-5
COc1ccc(-c2ocnc2C(=O)N2CCN(Cc3cccnc3)CC2)cc1,x,-5,-0.1,x,2,x,x,-4
NC1(CO)COC(c2ccccc2)OC1 (stereo not drawn),-3,10,-0.1,1,14,-9,-2,-2
CC(=O)Nc1ccc(NC(=O)CCCN2C(=O)c3ccccc3C2=O)cc1,1,-18,0.3,x,15,0,1,2
Cc1cc(S(=O)(=O)NCC(c2ccc(F)cc2)N2CCN(C)CC2)ccc1F (stereo not drawn),x,-1,0.0,9,-2,-20,-5,0
COC(=O)c1ccc(CN2CCc3ccccc32)cc1,-2,6,0.1,x,1,3,-2,-4
CCOC(=O)Cc1csc(NC(=O)Nc2cccc(Cl)c2)n1,x,-16,0.0,5,2,x,-2,3
CO/N=C(/C)CCS(=O)(=O)c1ccccc1,x,x,0.1,-6,-7,-1,0,-3
C=CCn1c(-c2csc(-c3ccc(OC)c(OC)c3)n2)n[nH]c1=S,x,-25,-0.1,9,-2,x,-3,-2
CCN1C(=O)CSc2ccc(C(=O)NCc3ccco3)cc21,0,1,x,-6,-20,3,-1,-3
COc1ccc(NC(=O)c2sc(SC)nc2N)cc1,-8,-50,x,-14,-3,16,-1,2
CCOc1ccc(-c2nn3c(-c4ccc(F)cc4)nnc3s2)cc1,-2,8,x,0,x,35,x,x

Part of the list above in order of molar mass, low to high.
molecule,Cneo AK release,LGR2 antag,Xi reactivation,PGC1a acetyl inh,S100A4 inh HTS,C2C12 statin,ERAP1 HTS inh,SIRT5 block
COC(=O)c1ccc(C(=O)OC)c(NC(=O)C2CC2)c1,x,-16,-0.1,x,1,x,3,-11
Cc1cc(C)n(C(=O)c2cc([N+](=O)[O-])cc([N+](=O)[O-])c2)n1,-7,16,0.1,1,-9,19,-3,-5
CN1C(=O)c2cc(NS(C)(=O)=O)ccc2OC[C@@H]2O[C@@H](CC(=O)NCc3ccccc3)CC[C@H]21,-2,-2,0.1,6,-3,-7,-1,-1

(next part)
molecule,Cneo AK release,LGR2 antag,Xi reactivation,PGC1a acetyl inh,S100A4 inh HTS,C2C12 statin,ERAP1 HTS inh,SIRT5 block
Cc1ccc(C(=O)Nc2cccc(C(O)c3ccccc3)c2)cc1 (stereo not drawn),x,-3,0.7,x,2,x,x,-5
Cc1c(C(=O)N(CCc2ccccc2)Cc2ccccc2)cccc1[N+](=O)[O-],0,-11,0.3,-1,-2,-12,-2,-3
Cc1cccc(-c2ccc(C3[C@@H]4CN(C(=O)Cc5ccncc5)C[C@H]3N4)cc2)c1 (stereo partly drawn),x,12,0.0,5,23,x,0,-2
COc1ccc(N(C(=O)CNC(=O)c2ccco2)C(C(=O)NC2CCCCC2)c2cccnc2)cc1 (stereo not drawn),0,8,0.0,-6,1,15,-3,-2
O=S(=O)(c1ccc(-c2ccccc2)cc1)N1C[C@@H]2N[C@H](C1)C2c1ccc(-c2cncnc2)cc1 (stereo partly drawn),x,13,0.0&0.2,2,-13,x,1,-2
CN1CCc2c(sc3c2C(=O)NC(/C=C\c2ccccc2)N3)C1 (stereo not drawn),4,x,0.1,5,-29,x,-1,-3
CCc1ccccc1NNC(=O)CCc1ccccc1,x,2,0.1,-4,-8,8,7,-3
C[C@H]1CN([C@@H](C)CO)C(=O)Cc2cc(NC(=O)C3CC3)ccc2O[C@H]1CN(C)S(=O)(=O)c1ccccc1,-11,9,-0.9,-1,2,30,2,-1
CC(=O)C1=NN(c2ccccc2)C(c2cccs2)N1c1ccc(N(C)C)cc1 (stereo not drawn),0,-8,x,-2,x,-83,x,x
O=C(CSCc1ccc(Cl)cc1)N1CCOCC1,x,-5,0.0,-6,-6,2,5,-3
Cn1c(=O)c2c(nc(SCC(=O)NCC3CCCO3)n2Cc2ccc(F)cc2)n(C)c1=O (stereo not drawn),1,-5,-0.1,-2,-3,13,-1,-1
O=C(C[C@@H]1C=C[C@H](NC(=O)c2ccc3c(c2)OCO3)[C@H](CO)O1)NCc1ccc(F)cc1,10,9,0.6,0,3,-1,2,-3
O=C(O)CCn1nnc2ccccc21,0,-1,-0.2,1,-4,x,x,-1
O=C(COC(=O)/C=C/c1cccc(Cl)c1)NCc1cccs1,1,-12,0.3,8,-1,19,-2,-3
N#Cc1cccc(Nc2c3c(nc4ccccc24)CCCC3)c1,x,2,0.1,-8,4,-6,-3,-1
CCOc1ccccc1NC(=S)N1CCC(c2nc3ccccc3o2)CC1,9,2,0.4,3,-6,x,-1,-6
O=C(NCc1ccccc1F)C1CC(=O)N(Cc2ccco2)C1 (stereo not drawn),2,20,0.1,10,0,4,-2,x
N#Cc1cc([N+](=O)[O-])ccc1NCC1CCCO1 (stereo not drawn),-1,-14,0.2,2,1,-9,8,-1
COCCn1c(C)nnc1SCC(=O)NNC(=O)c1ccc(Cl)cc1,4,1,0.5,x,-3,-12,-3,0

Filtered by structure: the entries above with an aryl methoxy group.
molecule,Cneo AK release,LGR2 antag,Xi reactivation,PGC1a acetyl inh,S100A4 inh HTS,C2C12 statin,ERAP1 HTS inh,SIRT5 block
COc1ccc(CNC(=O)CN2C(=O)NC(C)(c3cccc(Br)c3)C2=O)cc1 (stereo not drawn),-3,8,0.1,x,-2,22,-3,-3
COc1ccc(-c2csc(NC(=O)CCCc3cccs3)n2)cc1,5,0,0.0,-4,2,x,-2,2
COc1cccc(C#Cc2cnc3c(c2)C(=O)N([C@H](C)CO)C[C@H](C)[C@@H](CN(C)C)O3)c1,2,9,0.0,-19,-29,24,2,0
COc1ccc(-c2ocnc2C(=O)N2CCN(Cc3cccnc3)CC2)cc1,x,-5,-0.1,x,2,x,x,-4
C=CCn1c(-c2csc(-c3ccc(OC)c(OC)c3)n2)n[nH]c1=S,x,-25,-0.1,9,-2,x,-3,-2
COc1ccc(NC(=O)c2sc(SC)nc2N)cc1,-8,-50,x,-14,-3,16,-1,2
COc1ccc(N(C(=O)CNC(=O)c2ccco2)C(C(=O)NC2CCCCC2)c2cccnc2)cc1 (stereo not drawn),0,8,0.0,-6,1,15,-3,-2

Some of the compounds tested; rates above refer to the full screens.
